Rab9 prom act = qHTS Assay for Rab9 Promoter Activators; Huh7 Rab9 promoter-luciferase reporter, luminescence, 24 h; Potency, µM (doses to about 9.22 µM), inactives show at the highest dose activation, negative = inhibition, usual class: activators; 320,000 tested, 2.8% active; AID 485297, 2010; note: % of control where 0% means no effect; nearly all actives have a fitted effect of over 60% in size
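Luminescence from Amplite-detected luciferase (10 minutes, ambient) reports Rab9 promoter activation. Before that, stable Rab9-luciferase Huh7 cells (1500/well, reduced-serum OP-MEM I plus 10% FBS) were exposed to compound for 24 hours at 37C.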
ELG1 genotox = qHTS screen for small molecules that induce genotoxicity in human embryonic kidney (HEK293T) cells expressing luciferase-tagged ELG1; HEK293T ELG1-luciferase reporter, luminescence, 16 h; Potency, µM (top dose mostly 46 µM), for the others: at the top dose activity change, positive = activation, usual class: activators; 330,000 tested, 1.3% active; AID 504466, 2011; note: % of control where 0% means no effect; nearly all actives have a fitted effect of over 60% in size
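Genotoxicity was scored as increased ELG1-luciferase reporter signal, measured by ONE-Glo luminescence (30 min, room temperature). Compound or vehicle exposure of the HEK293T reporter cells lasted 16 hr at 37°C.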
NPC1 promoter act = qHTS Assay for NPC1 Promoter Activators; Huh7 NPC1 promoter luciferase reporter, 24 h; Potency, µM (doses to about 9.22 µM), without a hit: top-dose activation, actives largely listed as activators; 320,000 tested, 2.4% active; AID 485313, 2010;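 note: % of control where 0% means no effect; nearly all actives have a fitted effect of over 60% in size; reporter is driven by a mutant NPC1 promoter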
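Readout is luciferase luminescence, reflecting NPC1 promoter activation in stably transfected Huh7 cells after 24 h compound exposure at 37 °C in reduced-serum medium with 10% FBS.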
uPA surface inh = qHTS for Inhibitors of Cell Surface uPA Generation; cell surface uPA generation assay, qHTS; Potency, µM (doses to about 38.3 µM), for the others: top-dose activity change, negative = inhibition, hits mostly inhibitors; 330,000 tested, 0.31% active; active = well fitted inhibition curve with a large enough effect; inconclusive = small, poorly fitted or top-dose-only effect; inactive = no such curve, though single readings can be large or run the other way; tested in mouse RAW 264.7 cells; note: % is set by controls: 0 for no effect and ±100 for the full control effect; nearly all actives have a fitted effect of over 55% in size
BRCA1 expr act = qHTS Assay to Identify Small Molecule Activators of BRCA1 Expression; MCF7-BRCA1-FFLuc reporter, luminescence, 48 h; response scale: scaled: vehicle 0%, 10 µM genistein 100%; Potency, µM (top dose mostly 46.1 µM), inactives show at the highest dose activation, hits mostly activators; 380,000 tested, 1.1% active; AID 624202, 2012; note: nearly all actives have a fitted effect of over 80% in size; some results filed as inactive show a strong effect at the top dose
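Using MCF7 cells harboring a BRCA1 firefly luciferase reporter, plated 2 h before compound pinning, the screen measured luminescence after 48 h incubation. Responses were normalized to DMSO and 10 microM genistein, then fitted for concentration-effect.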
p53 reactivation = qHTS assay for re-activators of p53 using a Luc reporter | H1299 p53-A138V BP100-luciferase reporter, luminescence, 24 h | Potency, µM (titrated, usually from 92.2 µM), for inactives: top-dose activity change, positive = activation, most hits filed as activators | AID 504706, 2011 | 320,000 tested, 0.063% active; note: % of control where 0% means no effect; nearly all actives have a fitted effect of over 45% in size
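p53-null H1299 cells stably carrying temperature-sensitive p53-A138V and a BP100-luciferase reporter were pinned with compounds (4-point, 1:5 series) and held 24 hrs at 37 deg C. Luminescence was read 10 min after detection reagent.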
FLuc modulator = qHTS profiling assay for firefly luciferase inhibitor/activator using purifed enzyme and Km concentrations of substrates (counterscreen for miR-21 project). purified FLuc, Km substrates, luminescence inhibition. AID 588342, 2011. Potency, µM (titrated, usually from 57.5 µM), for inactives: at the top dose activity change, negative = inhibition, hits mostly inhibitors. 360,000 tested, 6.9% active. Luciferin 4-monooxygenase (Photinus pyralis), P08659;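 note: plate controls were vehicle for no effect and reference inhibitor for full effect; nearly all actives have a fitted effect of over 55% in size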
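Biochemical qHTS of compounds, final roughly 60 µM downward over six points, against 10 nM purified firefly luciferase using Km concentrations of substrates (10 uM D-luciferin, 10 uM ATP) in Tris acetate pH 7.5 buffer; luminescence output.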
MBNL1 CUG block = qHTS Assay for Inhibitors of MBNL1-poly(CUG) RNA binding. TR-FRET MBNL1-His/biotin-(CUG)12 binding, 665/545 ratio. Potency, µM (doses to about 57.5 µM), inactives show at the top dose activity change, negative = inhibition, most hits filed as inhibitors. Muscleblind-like protein 1 (Homo sapiens), Q9NR56. 280,000 tested, 0.036% active; active = well fitted inhibition curve with a large enough effect in the signal ratio, with a control signal flat, not every such curve was filed as active; inconclusive = small, poorly fitted or top-dose-only effect, or effect the other way, or a change in a side signal; inactive = no such curve, though single readings can be large or run the other way; the % refers to the signal ratio; note: % is set by controls: 0 for no effect and ±100 for the full control effect
Target sequence (Q9NR56 whole entry, looked up): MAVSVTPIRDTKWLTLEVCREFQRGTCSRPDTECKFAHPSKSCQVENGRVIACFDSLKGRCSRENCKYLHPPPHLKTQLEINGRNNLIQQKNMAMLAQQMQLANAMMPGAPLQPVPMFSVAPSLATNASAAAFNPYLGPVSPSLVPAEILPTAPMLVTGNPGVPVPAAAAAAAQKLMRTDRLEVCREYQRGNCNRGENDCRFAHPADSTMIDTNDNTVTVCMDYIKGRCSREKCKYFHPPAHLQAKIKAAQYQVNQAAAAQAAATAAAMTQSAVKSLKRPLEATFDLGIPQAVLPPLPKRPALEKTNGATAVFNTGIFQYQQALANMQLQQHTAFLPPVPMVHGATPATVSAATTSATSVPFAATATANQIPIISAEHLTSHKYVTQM
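MBNL1-His + Biotin-(CUG)12, cpd titration 92 nM–58 uM; Tb anti-His Ab 0.055 ng/ul, SA-XL665 5 nM (final); 60 min RT; ratiometric 665/545 nm, Ex 340 nm; normalized to buffer and full-complex controls.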
RORg inh = qHTS for inhibitors of ROR gamma transcriptional activity; Drosophila S2 Gal4-RORgamma UAS-luciferase reporter, 20 h; AID 2551, 2010; Potency, µM (series often up to 53.6 µM), without a hit: at the top dose activity change, negative = inhibition, actives largely listed as inhibitors; 310,000 tested, 5.4% active; Nuclear receptor ROR-gamma (Mus musculus), P51450; note: % is set by controls: 0 for no effect and ±100 for the full control effect; nearly all actives have a fitted effect of over 60% in size
Target sequence (P51450 whole entry, looked up, the tested form may be a part): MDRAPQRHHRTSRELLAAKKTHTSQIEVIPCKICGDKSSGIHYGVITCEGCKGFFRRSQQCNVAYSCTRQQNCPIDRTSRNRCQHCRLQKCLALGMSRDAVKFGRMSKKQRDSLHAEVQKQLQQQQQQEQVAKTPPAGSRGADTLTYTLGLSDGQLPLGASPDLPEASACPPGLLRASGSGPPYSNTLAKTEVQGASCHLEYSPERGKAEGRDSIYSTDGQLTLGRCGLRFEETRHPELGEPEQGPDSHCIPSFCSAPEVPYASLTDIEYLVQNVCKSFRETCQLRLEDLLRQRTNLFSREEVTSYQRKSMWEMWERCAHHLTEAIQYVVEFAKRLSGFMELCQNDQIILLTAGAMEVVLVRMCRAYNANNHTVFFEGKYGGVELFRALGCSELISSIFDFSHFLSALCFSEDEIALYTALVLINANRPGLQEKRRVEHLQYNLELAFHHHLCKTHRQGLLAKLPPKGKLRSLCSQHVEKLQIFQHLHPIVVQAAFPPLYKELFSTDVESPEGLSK
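A Gal4/UAS one-hybrid system in insect cells: metallothionein-promoter Gal4–ROR gamma fusion plus Photinus luciferase reporter. Copper sulfate 700 uM final, 20 hr ambient incubation, luminescent detection after 10 min with reagent.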
Gal4-VP16 FLuc = VP16 counterscreen qHTS for inhibitors of ROR gamma transcriptional activity; Drosophila S2 Gal4-VP16 UAS-luciferase, luminescence, 20 h; Potency, µM (highest dose often 53.6 µM), for the others: at the highest dose activity, negative = inhibition, most hits filed as inhibitors; 310,000 tested, 3.5% active; AID 2546, 2010;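 note: Gal4-VP16 expression switched on by copper sulfate through the metallothionein promoter; % is set by controls: 0 for no effect and ±100 for the full control effect; nearly all actives have a fitted effect of over 50% in size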
* hit, by the source's call; u = inconclusive; x = not tested or not shown; [ ] = remark or other dose. Unless noted, calls come from the whole dose curve; as a rule, active = well fitted curve in the direction sought with a large enough effect; inconclusive = small, poorly fitted or top-dose-only effect, or another doubt; inactive = no such curve, though single readings can be large; an effect the other way counts as inactive or inconclusive. Potency is the fitted concentration of half-maximal effect.

SMILES	Rab9 prom act	ELG1 genotox	NPC1 promoter act	uPA surface inh	BRCA1 expr act	p53 reactivation	FLuc modulator	MBNL1 CUG block	RORg inh	Gal4-VP16 FLuc
Cc1ccc(CNC(=O)CN(C)S(=O)(=O)c2cccs2)cc1	-3%	3%	-4%	-2%	38%	4%	5%	-2%	26%	11%
COC(C(=O)Nc1ccc(C(C)=O)cc1)c1ccccc1 (stereo unspecified)	-1%	7%	-1%	-1%	4%	-1%	-3%	x	9%	17%
COc1ccc2cc(-c3[nH]ncc3CN3CCCCO3)ccc2c1	u	12%	18%	0%	34%	u	15µM*	28%	-20%	32%
COCCN(C(=O)C1CCN(C(=O)c2ccccc2C)CC1)c1c(N)n(CC(C)C)c(=O)[nH]c1=O	-2%	2%	0%	0%	0%	-2%	0%	x	x	x
CCc1cccc(CC)c1NC(=O)COC(=O)c1cccc(-c2ccc(OC(C)=O)cc2)c1	-7%	5%	0%	1%	19%	1%	2%	-5%	7%	-4%
CC1CC(N(C(=O)c2ccco2)c2ccccc2)c2ccccc2N1C(=O)c1ccco1 (stereo unspecified)	-3%	-13%	1%	2%	-35%	-6%	4%	-6%	-4%	11%
Cc1c(C(=O)N(C)CCCCN2CCOCC2)oc2c(F)cccc12	-4%	5%	-3%	3%	17%	11%	-15%	7%	-1%	4%
CSc1nnc(-c2ccc(NC(=O)CCc3ccccc3)cc2)n1C	-1%	2%	0%	5%	3%	7%	-1%	-4%	23%	-18%
O=C(Nc1ccc(NC(=O)c2ccncc2)cc1)c1ccncc1	-12%	-4%	-1%	x	x	1%	3%	-8%	13%	0%
O=C(Cn1cnc2cc([N+](=O)[O-])ccc2c1=O)NCCc1ccc(Cl)cc1	3%	1%	-7%	5%	9%	12%	1%	u	32%	5%[10 µM]
O=C(Nc1ccc(S(=O)(=O)N2CCCCC2)cc1)C1CC(=O)N(Cc2ccccc2)C1 (stereo unspecified)	0%	1%	1%	-2%	-17%	25%	6%	x	x	x
CCN(Cc1cnn(C)c1)C(=O)C1CCC(=O)N(CCc2ccc(OC)cc2)C1 (stereo unspecified)	-3%	6%	3%	1%	-10%	7%	-2%	2%	-13%	3%
Cc1ccc(S(=O)(=O)Nc2nc3ccccc3nc2NCC2CCCO2)cc1C (stereo unspecified)	-2%	-2%	1%	-5%	-20%	-4%	-1%	7%	10%	-2%
CC(C)(Oc1ccc(Cl)cc1)C(=O)NCC1CCCO1 (stereo unspecified)	-1%	0%	-1%	2%	-5%	-2%	-2%	x	x	x
N=c1c2c(ncn1CCCO)Oc1c(ccc3ccccc13)C2c1ccccc1 (stereo unspecified)	-4%	12%	-2%	u	-57%	-5%	4%	-1%	18µM*	u
CCCOc1c(Br)cc(C2C3=C(CCCC3=O)N(C)C3=C2C(=O)CCC3)cc1OC	1%	0%	-2%	-1%	-13%	7%	-1%	x	30%	6%
Cc1[nH]ccc(=O)c1OCc1c(F)cccc1Cl	12%	-1%	-7%	-1%	12%	1%	-2%	x	15%	-2%
COc1ccccc1-c1oc2ccccc2c1-c1ccccc1OC	x	0%	x	9%	-3%	9%	x	x	x	x
Cc1cc(C(=O)N2CCCC(Nc3ccc(F)cc3)C2)c(C)o1 (stereo unspecified)	0%	-6%	-1%	5%	-12%	21%	1%	-3%	13%	0%
O=C(Nc1ccc(Cl)cc1)[C@@H]1[C@@H]2C(=O)N(c3ccc4ccccc4c3)C(=O)[C@@H]2[C@H]2C=CC=NN21	-7%	3%	-2%	3%	-24%	-1%	u	16%	-15%	5%
Cc1ccc(N(C(=O)c2csnn2)C(C(=O)NC(C)(C)C)c2cccnc2)cc1 (stereo unspecified)	5%	0%	0%	-2%	-14%	-1%	-1%	-9%	22%	-6%
O=C(O)/C=C\c1cccc(-n2cnnn2)c1	-5%	2%	-3%	0%	-4%	-4%	2%	20%	-5%	-4%
CN(C(=O)c1ccccc1[N+](=O)[O-])c1ccccc1C(=O)NCc1ccccc1	0%	-8%	-2%	2%	-33%	2%	4%	u	12%	3%
O=C(CC1SC(=O)NC1=O)Oc1ccc(/C=N/NC(=O)c2ccccc2O)cc1 (stereo unspecified)	17%	9%	3%	-8%	0%	18%	17µM*	6%	u	-9%
COc1ccc(OCC(=O)NC2CCCCCCC2)cc1	18%	2%	0%	7%	35%	9%	u	-6%	13%	4%
Cn1c(SC2C(=O)CC(C)(C)CC2=O)nnc1-c1ccco1	-3%	0%	21%	1%	-1%	-1%	1%	-8%	6%	-15%
COc1cc(C(=S)N2CCOCC2)cc(OC)c1OS(=O)(=O)c1ccc(Cl)cc1	-3%	-8%	-4%	-12%	-10%	u	-11%	-7%	-1%	2%
CCOC(=O)Cc1csc(NC(=O)c2c(O)c3ccccc3n(C)c2=O)n1	0%	1%	1%	x	x	-1%	6%	3%	1%	-8%
CCn1nc(C)c(CN2CCCC(C(=O)c3cccc(OC(C)C)c3)C2)c1C (stereo unspecified)	-19%	-2%	-20%	u	-14%	-2%	0%	-27%	25%	2%
NNC(=O)CN1C(=O)Nc2ccc(Cl)cc2C1c1ccccc1 (stereo unspecified)	-2%	-1%	1%	7%	0%	-14%	4%	10%	-7%	-14%
CCO[C@@H]1c2c(ccc3ccc(=O)oc23)OC(C)(C)[C@@H]1O	-2%	3%	-1%	2%	-6%	4%	-1%	x	x	x
COc1ccc2oc(-c3ccccc3)c(C(=O)N(C)C)c2c1	1%	-2%	-2%	-6%	-23%	x	2%	4%	x	x
O=S(=O)(c1ccc(NCc2ccccc2)cc1)N1CCOCC1	-2%	-10%	-1%	-9%	-12%	7%	2%	-4%	17%	-3%
O=C(Nc1ccc(N2CCCC2)cc1)c1ccc([N+](=O)[O-])cc1Cl	-1%	2%	0%	15%	12%	3%	3%	x	-4%	0%
COc1ccccc1NS(=O)(=O)c1cccc(NC(=O)c2sc3ccccc3c2Cl)c1	-12%	-9%	-13%	0%	-36%	11%	u	15%	-6%	-33%
CC1CCCCN1C(=O)COC(=O)c1ccc(=O)n(Cc2ccccc2)n1 (stereo unspecified)	-1%	-8%	2%	3%	-6%	-1%	0%	x	x	x
COc1cccc(CC(=O)OC(C)C(=O)Nc2ncc(Cl)cc2Cl)c1 (stereo unspecified)	3%	4%	0%	-1%	-30%	-3%	10%	x	x	x
COc1ccccc1C(=O)Nc1ccnn1C1CCN(C)CC1	-4%	0%	1%	-16%	13%	9%	-1%	-3%	0%	-14%
O=C(Nc1ccc2c(c1)nc1n2CCN(C2CCCCC2)C1)c1ccco1	17%	-2%	14%	-10%	39%	6%	-19%	1%	1%	12%
CC1CN=C(Nc2cccc(S(=O)(=O)N(C)C)c2)S1 (stereo unspecified)	6%	0%	-1%	1%	2%	0%	3%	-7%	29%	-3%
CCc1cc(C(=O)c2ccc(OC)cc2)c(NC(=O)CN2CCCC2)s1	1%	-1%	7%	3%	3%	1%	0%	x	2%	6%
O=C(CSc1nnc(Cc2ccccc2)n1C1CCCCC1)N1CCOCC1	2%	u	8%	4%	29%	26%	-8%	3%	u	22%
CC(C)C(c1nnnn1Cc1ccc(F)cc1)N1CCN(C2CCCCC2)CC1 (stereo unspecified)	-5%	-4%	3%	2%	-8%	-3%	0%	-2%	-12%	-7%
O=C(CN1C(=O)COc2ccccc21)NCCN1CCOCC1	3%	-1%	0%	-1%	0%	3%	2%	-2%	1%	-1%
COCCOC(=O)c1c(NC(=O)CN2CCCc3ccccc32)sc(C(N)=O)c1C	-3%	-4%	0%	6%	-42%	-6%	4%	74%[activator]	u	0%
COc1ccc(C2=NOC3(CC(=O)N(c4ccc(C)cc4)C3=O)C2)c(OC)c1 (stereo unspecified)	-1%	2%	-15%	4%	0%	-2%	-2%	8%	-2%	10%
O=C1CC(c2ccccc2F)C2=C(COC2=O)N1 (stereo unspecified)	17%	-2%	1%	2%	0%	-1%	0%	1%	-2%	1%
CCN1CCN(C(=O)c2cc3c(=O)n4ccccc4nc3n2Cc2ccccc2)CC1	-6%	4%	23%	x	x	-2%	-2%	30%[activator]	-2%	-8%
Cc1cc(O)c(CN2CCN(S(=O)(=O)c3cccs3)CC2)cc1C(C)C	-4%	-5%	1%	3%	-19%	1%	3%	x	x	x
C=CCn1c(=O)c2c3c(sc2n2c(Nc4ccccc4)nnc12)CCCC3	1%	-5%	-4%	5%	-34%	-2%	-18%	2%	-25%	0%

Screens (PubChem)
